Compound activity as filed in PubChem BioAssay.
GAA glycogen: alters human alpha-glucosidase cleavage of glycogen | P10253 | 0.38% of 300,000 active | recombinant GAA, glycogen substrate, Amplex Red glucose oxidase fluorescence | AID 2100 | Potency, µM (series often up to 76.4 µM), for inactives: at the highest dose activity change, negative = inhibition, most hits filed as inhibitors;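 further: 0% = full enzyme reaction and -100% = no-enzyme basal signal; the screen sought inhibitors and activators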
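Natural-substrate format: glycogen cleavage by 4 nM human enzyme, glucose read by Amplex Red coupling (Ex 573, Em 610 nm). Normalized to enzyme and no-enzyme controls.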
SMN2 splice enh: increases expression of the SMN2 splice variant. 2.8% of 210,000 active. Potency, µM (doses to about 46.1 µM), inactives show at the highest dose activity change, positive = activation, usual class: activators. AID 1458. HEK293 SMN2-luciferase splicing reporter, luminescence, 30-36 h; further: % of control where 0% means no effect; nearly all actives have a fitted effect of over 55% in size
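HEK293 cells carry an SMN2 minigene-luciferase reporter in which exon 7 inclusion puts luciferase in frame. Cells were seeded at 2000 cells/well, attached for 10-12 hours, then exposed to compounds for 30-36 hours at 37C before ONE-Glo luminescence.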
ALDH1A1 inh: ALDH1A1 (human) enzyme inhibition; P00352; Purified ALDH1A1, NADH fluorescence, propionaldehyde substrate; Potency, µM (doses to about 75.3 µM), without a hit: at the top dose activity, negative = inhibition, actives largely listed as inhibitors; 7.3% of 220,000 active; active means well fitted inhibition curve with a large enough effect, not every such curve was filed as active; inconclusive means small, poorly fitted or top-dose-only effect, or another doubt; inactive means no such curve, though single readings can be large or run the other way;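 further: plate controls were no enzyme wells and a reference inhibitor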
Target sequence (P00352 whole entry, looked up): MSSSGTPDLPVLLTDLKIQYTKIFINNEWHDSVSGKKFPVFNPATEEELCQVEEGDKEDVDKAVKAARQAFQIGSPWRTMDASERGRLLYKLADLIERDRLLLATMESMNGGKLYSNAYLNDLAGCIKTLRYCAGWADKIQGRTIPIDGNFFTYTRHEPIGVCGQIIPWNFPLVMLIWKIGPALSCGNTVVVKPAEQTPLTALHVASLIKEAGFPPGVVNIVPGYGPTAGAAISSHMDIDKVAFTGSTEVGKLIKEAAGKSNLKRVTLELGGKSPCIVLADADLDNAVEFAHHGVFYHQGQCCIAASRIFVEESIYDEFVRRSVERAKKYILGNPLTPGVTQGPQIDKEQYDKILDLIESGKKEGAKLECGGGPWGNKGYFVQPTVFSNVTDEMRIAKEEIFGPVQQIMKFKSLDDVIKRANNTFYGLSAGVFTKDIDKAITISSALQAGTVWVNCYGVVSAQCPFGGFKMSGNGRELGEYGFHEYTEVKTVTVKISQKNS
JMJD2E inh: inhibitors of human JMJD2E histone demethylase | B2RXH2 | JMJD2E catalytic domain, FDH-coupled NADH fluorescence (FDH is formaldehyde dehydrogenase) | Potency, µM (top dose mostly 57.1 µM), inactives show top-dose activity change, negative = inhibition, hits mostly inhibitors | 1.6% of 230,000 active; active means well fitted inhibition curve with a large enough effect, not every such curve was filed as active; inconclusive means small, poorly fitted or top-dose-only effect, or another doubt; inactive means no such curve, though single readings can be large or run the other way;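 further: 0% = wells with enzyme and -100% = buffer wells without enzyme; nearly all actives have a fitted effect of over 50% in size; many of its hits are not listed in these tables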
Target sequence (B2RXH2 1-337 limits assumed): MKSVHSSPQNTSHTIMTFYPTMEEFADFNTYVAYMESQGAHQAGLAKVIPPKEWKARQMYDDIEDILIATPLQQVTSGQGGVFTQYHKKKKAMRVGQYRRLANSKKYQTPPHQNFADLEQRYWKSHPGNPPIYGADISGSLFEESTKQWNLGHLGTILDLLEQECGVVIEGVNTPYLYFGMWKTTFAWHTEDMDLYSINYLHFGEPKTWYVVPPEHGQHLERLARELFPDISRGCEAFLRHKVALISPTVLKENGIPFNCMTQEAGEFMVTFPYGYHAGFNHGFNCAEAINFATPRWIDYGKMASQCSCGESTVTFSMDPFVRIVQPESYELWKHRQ
aGal spleen mod: inhibits or activates alpha-galactosidase in human spleen homogenate; P06280; human spleen homogenate, 4MU-alpha-Gal fluorescence, 40 min; Potency, µM (series often up to 80 µM), without a hit: top-dose activity change, negative = inhibition, hits mostly inhibitors; 0.008% of 240,000 active;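 further: 0% = enzyme with vehicle and -100% = no enzyme basal signal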
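Spleen homogenate 1 ug + cpd (titration) + 4-MU-alpha-D-galactopyranoside 1 mM; 37C 40 min; 50 mM citrate/phosphate pH 5.0, 0.01% Tween-20; stop pH 10; fluorescence 365/440; AC50 via Hill.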
RGS12 GoLoco inh: inhibitors of human Gai1-RGS12 GoLoco interaction (red fluorophore). P63096. Gai1:RGS12 GoLoco peptide FP, rhodamine, 10 min. Potency, µM (titrated, usually from 61.6 µM), without a hit: at the top dose activity, negative = inhibition, hits mostly inhibitors. 0.44% of 230,000 active. AID 880; active means well fitted inhibition curve with a large enough effect, not every such curve was filed as active; inactive means no such curve, though single readings can be large or run the other way; further: on the % scale 0 is the no-effect control and ±100 the full control effect; nearly all actives have a fitted effect of over 30% in size; many of its hits are not listed in these tables
aGlu spleen mod: inhibits or activates alpha-glucosidase in human spleen homogenate; P10253; human spleen homogenate, 4-MU-alpha-glucoside fluorescence; Potency, µM (top dose mostly 79.9 µM), for inactives: top-dose activity change, negative = inhibition, most hits filed as inhibitors; 0.006% of 240,000 active;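 further: 0% = enzyme with vehicle and -100% = no enzyme basal signal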
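Enzyme source: human spleen homogenate, 1 ug/well. Buffer 50 mM citric acid/K phosphate pH 5.0, 0.01% Tween-20. 4-MU-alpha-glucoside 1 mM; 37 C x 40 min; NaOH/glycine stop; fluorescence.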
GAA inhib: blocks human lysosomal alpha-glucosidase. P10253. Potency, µM (titrated, usually from 76.9 µM), for the others: top-dose activity change, negative = inhibition, usual class: inhibitors. 0.005% of 200,000 active. purified human GAA, 4-MU-alpha-glucoside fluorescence. AID 1466;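 further: plate controls were uninhibited enzyme wells for no effect and no-enzyme background for full effect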
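Read-out is 4-methylumbelliferone fluorescence (Ex 365/Em 440 nm) after NaOH/glycine stop at pH 10. Enzyme 4 nM, substrate 400 uM, pH 5.0 citrate buffer, 20 min room temperature; AC50 from Hill-equation concentration-response.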
Active calls of the source: *; ? = inconclusive; nt = no result given; & = joins results of further samples; [ ] = dose if it differs, or a comment. Unless noted, the call rests on the fitted dose curve; in most records, active means well fitted curve in the direction sought with a large enough effect; inconclusive means small, poorly fitted or top-dose-only effect, or another doubt; inactive means no such curve, though single readings can be large; an effect the other way counts as inactive or inconclusive. Potency means the concentration at half of the fitted maximal effect. Not all compounds are listed; rates above refer to the full screens.

1	CSCCOC(=O)COc1ccc(/C=N/NC(=O)c2c(Cl)cnn2C)cc1
2	COCCN(C(=O)CC1C(=O)NCCN1CC(c1ccccc1)c1ccccc1)C(C)C (stereo not given)
3	CC(C(=O)Nc1cccnc1)c1ccc([N+](=O)[O-])cc1 (stereo not given)
4	Cn1c(=O)c2[nH]c(C3CCCC3)nc2n(C)c1=O
5	COc1ccc2c(c1OC)C(=O)N1c3ccccc3C(=O)N(c3ccccc3)C21 (stereo not given)
6	CC1(C)CC(=O)c2c(S(C)(=O)=O)sc(Br)c2C1
7	CCOC(=O)/C=C/C(=O)OCC(=O)Nc1c(Cl)cccc1Cl
8	O=C(CC(c1ccccc1)c1ccccc1O)NCc1ccccc1Cl (stereo not given)
screen / no.	1	2	3	4	5	6	7	8
GAA glycogen	4%	-1%	-12%	nt	4%	-6%	2%	-4%
SMN2 splice enh	nt	nt	-4%	2%&-4%	-38%[inhibitor]	nt	7%	-17%[1.84 µM]
ALDH1A1 inh	nt	?	17%	-7%&0%&-12%	5%	-3%	-2%	-4%
JMJD2E inh	-6%	-3%	-2%	8%&-2%	-3%	-1%	4%	-1%
aGal spleen mod	-19%	-8%	-2%	-2%&7%&9%	3%	8%	-5%	-5%
RGS12 GoLoco inh	4%	11%	8%	8%&3%&5%	1%	7%	1%	4%
aGlu spleen mod	-3%	2%	-12%	3%&6%&-12%	-6%	8%	-1%	-5%
GAA inhib	nt	7%	-1%	nt	-3%	-1%	9%	-4%

2 compounds from above with just aGal spleen mod.
item	mol	aGal spleen mod
8	O=C(CC(c1ccccc1)c1ccccc1O)NCc1ccccc1Cl (stereo not given)	-5%
4	Cn1c(=O)c2[nH]c(C3CCCC3)nc2n(C)c1=O	-2%&7%&9%

Next part.
9	C=CCOC(=O)c1cc(-c2ccc(/C=C3\C(=O)NC(=O)C(C#N)=C3C)o2)ccc1Cl
10	COc1ccc(N=Nc2c(N)n[nH]c2N)cc1
11	Nc1nc(=S)n(-c2ccccc2)[nH]1
12	CCOC(=O)N1CCN(C(=O)CN(c2ccc(C)c(C)c2)S(=O)(=O)c2ccccc2)CC1
13	CCC(C)NC(=O)c1ccccc1NS(=O)(=O)c1ccc(OC)c(OC)c1 (stereo not given)
14	O=C(Nc1ccc2c(c1)C(=O)N(c1ccccc1)C2=O)C1CCCO1 (stereo not given)
15	O=C(CNCC1CCCO1)NCc1ccco1 (stereo not given)
16	COc1cc2cc3c4cc(OC)c(OC)cc4cc[n+]3c(C)c2cc1OC
screen / no.	9	10	11	12	13	14	15	16
GAA glycogen	5%	?	6%	-2%	-9%	2%	5%	nt
SMN2 splice enh	-6%	nt	-7%	2%	14%	-9%	nt	-21%
ALDH1A1 inh	10µM*	8%	?	2%	-8%	14µM*	?	?
JMJD2E inh	?	3%	?	2%	?	4%	6%	?
aGal spleen mod	10%	4%	-3%	-2%	3%	5%	3%	2%
RGS12 GoLoco inh	25%	0%	-3%	4%	3%	4%	-22%	-71%
aGlu spleen mod	4%	-3%	-4%	1%	-1%	0%	-1%	-2%
GAA inhib	-6%	-7%	1%	-12%	-10%	2%	0%	nt

17	O=C(CN1C(=O)C2C3C=CC(C3)C2C1=O)Nc1ccc(C(=O)O)cc1 (stereo not given)
18	CC1(C)CC(=O)C2=C(C1)NC(=S)C(C#N)C21CCCCC1 (stereo not given)
19	O=C(NC1CCCCC1)C(c1cccs1)N(Cc1cccs1)C(=O)c1ccco1 (stereo not given)
20	COc1ccc(Cn2nnnc2CN(Cc2cc3ccc(C)cc3[nH]c2=O)C2CCCC2)cc1
21	O=c1cc(N2CCCCC2)c(-c2ccccc2)nn1Cc1ccccc1Cl
22	O=C(O)c1nc2nc(Cl)c(Cl)nc2[nH]1
23	O=C(CSc1n[nH]c(=O)[nH]c1=O)c1ccccc1[N+](=O)[O-]
24	COc1ccccc1C1=NN(C2=NN=C(N)Cc3ncnn32)C(O)(C(F)(F)F)C1 (stereo not given)
screen / no.	17	18	19	20	21	22	23	24
GAA glycogen	8%	-18%	-4%	1%	-18%	-3%	-11%	11%
SMN2 splice enh	7%	nt	-2%	-1%	-14%	-6%[9.22 µM]	nt	11%
ALDH1A1 inh	8%	nt	?	22µM*	-9%	-6%[13.5 µM]	nt	?
JMJD2E inh	7%	?	-3%	?	-2%	?	-11%	?
aGal spleen mod	5%	-5%	-1%	1%	2%	-1%	1%	-3%
RGS12 GoLoco inh	-1%	-20%	84%[activator]	3%	4%	4%[14.2 µM]	-15%	9%
aGlu spleen mod	2%	0%	-2%	3%	1%	-6%	-4%	-2%
GAA inhib	2%	nt	-3%	-3%	-7%	nt	nt	-8%

25	Cc1cc(C(=O)Nc2ccc(N3CCOCC3)cc2)c2ccccc2n1
26	CCOC(=O)c1c(CS(=O)(=O)c2ccccc2)n(C)c2cc(Br)c(O)c(CN(C)C)c12
27	Nc1nc2c3ccccc3nc(Cc3ccccc3)n2n1
28	CCN=C(Nc1ccc2c(c1)OCO2)SC1CC(=O)N(c2ccc(OC)cc2)C1=O (stereo not given)
29	COc1ccc(C(=O)/C=C/C(=O)N(CC(=O)NC2CCCCC2)Cc2ccccc2OC)c(O)c1
30	Cc1ccc(CN2CCN(Cc3cnc(C)s3)CC2CCO)cc1 (stereo not given)
31	Cc1occc1-c1nc(-c2ccncc2)no1
32	Cc1cccc(-c2noc(CCC(=O)NCc3ccccc3)n2)c1
screen / no.	25	26	27	28	29	30	31	32
GAA glycogen	-2%	-16%	3%	1%	5%	16%	-21%	1%
SMN2 splice enh	4%	nt	2%	-27%	nt	nt	?	-11%
ALDH1A1 inh	4%	-1%	?	?	?	15%	-24%	1%
JMJD2E inh	4%	-1%	?	9%	-21%	-4%	-2%	4%
aGal spleen mod	1%	7%	7%	-6%	-1%	-1%	5%	5%
RGS12 GoLoco inh	-17%	3%	-4%	7%	13%	14%	15%	5%
aGlu spleen mod	-4%	1%	-4%	-6%	0%	-7%	4%	-1%
GAA inhib	3%	9%	3%	2%	7%	-6%	-4%	-1%

33	CCn1cc(C(=O)OCC(=O)c2cc(C)n(-c3ccccc3)c2C)c(=O)c2ccc(C)nc21
34	CCC[N+]1(CC#CC(O)(c2ccccc2)C2CCCCC2)CCCCC1 (stereo not given)
35	CC1CN(C(=O)c2nn(C)cc2[N+](=O)[O-])CC(C)O1 (stereo not given)
36	Cc1cc(C)c(C)c(OCC(=O)NCCN(C)C)c1
37	O=C1NC(=Nc2ccccc2)SC1Cc1cccc(Cl)c1Cl (stereo not given)
38	CCCOc1ccc(C2c3c(oc4ccccc4c3=O)C(=O)N2CCN(CC)CC)cc1OC (stereo not given)
39	Cc1c(NS(=O)(=O)c2cccc(C(=O)NCc3ccc(Cl)cc3)c2)c(=O)n(-c2ccccc2)n1C
40	COc1ccccc1CNc1cc(-c2ccccc2)ccc1OC
screen / no.	33	34	35	36	37	38	39	40
GAA glycogen	-1%	0%	11%	0%	-10%	-3%	0%	-6%
SMN2 splice enh	-1%	nt	-9%	4%	27%	-13%	-9%	-18%
ALDH1A1 inh	-1%	nt	16%	9%	1%	-6%	8%	?
JMJD2E inh	9%	-1%	9%	0%	-5%	-28%	4%	?
aGal spleen mod	2%	-8%	6%	-4%	4%	-4%	4%	12%
RGS12 GoLoco inh	0%	-20%	4%	4%	6%	2%	-7%	-8%
aGlu spleen mod	-7%	-14%	1%	-1%	-4%	-9%	1%	2%
GAA inhib	-11%	nt	-1%	-2%	-1%	?	1%	-10%

Compound profiles, from the list above. Order of screens: GAA glycogen, SMN2 splice enh, ALDH1A1 inh, JMJD2E inh, aGal spleen mod, RGS12 GoLoco inh, aGlu spleen mod, GAA inhib
O=C1NC(=Nc2ccccc2)SC1Cc1cccc(Cl)c1Cl (stereo not given) reads -10%, 27%, 1%, -5%, 4%, 6%, -4%, -1%
O=C(NC1CCCCC1)C(c1cccs1)N(Cc1cccs1)C(=O)c1ccco1 (stereo not given) reads -4%, -2%, ?, -3%, -1%, 84%[activator], -2%, -3%
Cc1occc1-c1nc(-c2ccncc2)no1 reads -21%, ?, -24%, -2%, 5%, 15%, 4%, -4%

Exported with each value named: entries from further up.
37. O=C1NC(=Nc2ccccc2)SC1Cc1cccc(Cl)c1Cl (stereo not given)
  GAA glycogen = -10%	SMN2 splice enh = 27%	ALDH1A1 inh = 1%	JMJD2E inh = -5%	aGal spleen mod = 4%	RGS12 GoLoco inh = 6%	aGlu spleen mod = -4%	GAA inhib = -1%
38. CCCOc1ccc(C2c3c(oc4ccccc4c3=O)C(=O)N2CCN(CC)CC)cc1OC (stereo not given)
  GAA glycogen = -3%	SMN2 splice enh = -13%	ALDH1A1 inh = -6%	JMJD2E inh = -28%	aGal spleen mod = -4%	RGS12 GoLoco inh = 2%	aGlu spleen mod = -9%	GAA inhib = ?

Remaining list, next part:
41	Cc1ccc(-c2noc(C3CCN(S(C)(=O)=O)CC3)n2)o1
42	Cc1nnc(NC(=O)CCC(=O)N2CCN(CCOc3cccc4ccccc34)CC2)s1
43	CN1C(=S)SC(N(O)C=C2C=CC(=O)C=C2)C1(C)C (stereo not given)
44	Cc1nn(CC(=O)NCC2CCCO2)c(=O)c2ccccc12 (stereo not given)
45	N/C(Cc1cccc2ccccc12)=N\OC(=O)c1cccs1
screen / no.	41	42	43	44	45
GAA glycogen	1%	-6%	-23%	-13%	10%
SMN2 splice enh	16%	nt	-20%	nt	-1%
ALDH1A1 inh	-14%	nt	-11%	0%	5%
JMJD2E inh	-3%	-3%	0%	3%	2%
aGal spleen mod	-2%	9%	-3%	8%	-4%
RGS12 GoLoco inh	-6%	10%	2%	nt	8%
aGlu spleen mod	-10%	-1%	-8%	2%	-4%
GAA inhib	-1%	nt	-4%	-1%	1%
